# Compound activity as filed in PubChem.
# ELG1 genotox – induces genotoxicity in HEK293T cells with luciferase-tagged ELG1 | HEK293T ELG1-luciferase reporter, luminescence, 16 h | Potency, µM (titrated, usually from 46 µM), for the others: at the highest dose activity change, positive = activation, hits mostly activators | 330,000 tested, 1.3% active; also: % of control where 0% means no effect; nearly all actives have a fitted effect of over 60% in size
#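 Screening used a luciferase reporter fused to human ELG1 in HEK293T cells. Luminescence was read on a CCD plate imager after 16 hr exposure and 30 min ONE-Glo incubation.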
# p53 reactivation – re-activators of mutant p53 | Potency, µM (top dose mostly 92.2 µM), for inactives: top-dose activity change, positive = activation, actives largely listed as activators | 320,000 tested, 0.063% active | H1299 p53-A138V BP100-luciferase reporter, luminescence, 24 h | AID 504706; also: % of control where 0% means no effect; nearly all actives have a fitted effect of over 45% in size
#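 p53-null H1299 cells stably carrying temperature-sensitive p53-A138V and a BP100-luciferase reporter were pinned with compounds (4-point, 1:5 series) and held 24 hrs at 37 deg C. Luminescence was read 10 min after detection reagent.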
# MBNL1 CUG block – inhibitors of human MBNL1 binding to CUG repeat RNA; 280,000 tested, 0.036% active; Potency, µM (doses to about 57.5 µM), inactives show at the highest dose activity change, negative = inhibition, actives largely listed as inhibitors; TR-FRET MBNL1-His/biotin-(CUG)12 binding, 665/545 ratio; Q9NR56; active = well fitted inhibition curve with a large enough effect in the signal ratio, with a control signal flat, not every such curve was filed as active; inconclusive = small, poorly fitted or top-dose-only effect, or effect the other way, or a change in a side signal; inactive = no such curve, though single readings can be large or run the other way; the % refers to the signal ratio; also: % is scaled to controls: 0 for no effect and ±100 for the full control effect
# Target sequence (Q9NR56 whole entry, looked up): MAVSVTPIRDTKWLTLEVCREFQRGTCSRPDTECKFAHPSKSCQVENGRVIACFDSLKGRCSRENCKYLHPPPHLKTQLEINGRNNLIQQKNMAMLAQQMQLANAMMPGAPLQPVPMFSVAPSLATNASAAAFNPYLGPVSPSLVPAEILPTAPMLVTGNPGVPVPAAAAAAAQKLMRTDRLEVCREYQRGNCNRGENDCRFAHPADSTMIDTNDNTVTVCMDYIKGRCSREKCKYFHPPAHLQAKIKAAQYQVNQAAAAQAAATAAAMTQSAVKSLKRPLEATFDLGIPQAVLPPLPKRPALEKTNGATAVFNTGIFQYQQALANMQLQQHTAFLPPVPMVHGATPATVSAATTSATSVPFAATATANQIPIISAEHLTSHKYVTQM
#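 TR-FRET readout: Ex 340 nm, 665/545 nm emission ratio, normalized to buffer-only (basal) and MBNL1-(CUG)12 controls. Complex of MBNL1-His with Biotin-(CUG)12, compounds 92 nM–58 uM, incubated 60 min at room temperature.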
# BRCA1 expr up – BRCA1 expression activation; AID 624202; 380,000 tested, 1.1% active; MCF7-BRCA1-FFLuc reporter, luminescence, 48 h; response scale: scaled: vehicle 0%, 10 µM genistein 100%; Potency, µM (top dose mostly 46.1 µM), without a hit: at the highest dose activation, hits mostly activators; also: nearly all actives have a fitted effect of over 80% in size; some results filed as inactive show a strong effect at the top dose
#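 Quantitative HTS in MCF7 cells stably reporting BRCA1 expression via firefly luciferase. Compound treatment lasts 48 h at 37 °C in phenol-red free MEM. Activation is expressed relative to genistein at 10 microM and DMSO.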
# NPC1 promoter act – activators of NPC1 promoter; 320,000 tested, 2.4% active; Huh7 NPC1 promoter luciferase reporter, 24 h; Potency, µM (highest dose often 9.22 µM), without a hit: top-dose activation, actives largely listed as activators; AID 485313;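 also: % of control where 0% means no effect; nearly all actives have a fitted effect of over 60% in size; reporter is driven by a mutant NPC1 promoter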
#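 In 1536-well qHTS, Huh7 cells harboring an NPC1 promoter–luciferase construct received compound for 24 h; activation was quantified by luminescence following luciferase reagent addition.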
# Gal4-VP16 FLuc – counter-screen for ROR gamma inhibitors: Gal4-VP16 reporter; Drosophila S2 Gal4-VP16 UAS-luciferase, luminescence, 20 h; Potency, µM (top dose mostly 53.6 µM), inactives show top-dose activity, negative = inhibition, usual class: inhibitors; 310,000 tested, 3.5% active;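 also: Gal4-VP16 expression switched on by copper sulfate through the metallothionein promoter; % is scaled to controls: 0 for no effect and ±100 for the full control effect; nearly all actives have a fitted effect of over 50% in size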
# RORg inh – inhibitors of mouse ROR gamma transcriptional activity. Drosophila S2 Gal4-RORgamma UAS-luciferase reporter, 20 h. Potency, µM (top dose mostly 53.6 µM), without a hit: top-dose activity change, negative = inhibition, most hits filed as inhibitors. 310,000 tested, 5.4% active. AID 2551; also: % is scaled to controls: 0 for no effect and ±100 for the full control effect; nearly all actives have a fitted effect of over 60% in size
# Target sequence (P51450 whole entry, looked up, the tested form may be a part): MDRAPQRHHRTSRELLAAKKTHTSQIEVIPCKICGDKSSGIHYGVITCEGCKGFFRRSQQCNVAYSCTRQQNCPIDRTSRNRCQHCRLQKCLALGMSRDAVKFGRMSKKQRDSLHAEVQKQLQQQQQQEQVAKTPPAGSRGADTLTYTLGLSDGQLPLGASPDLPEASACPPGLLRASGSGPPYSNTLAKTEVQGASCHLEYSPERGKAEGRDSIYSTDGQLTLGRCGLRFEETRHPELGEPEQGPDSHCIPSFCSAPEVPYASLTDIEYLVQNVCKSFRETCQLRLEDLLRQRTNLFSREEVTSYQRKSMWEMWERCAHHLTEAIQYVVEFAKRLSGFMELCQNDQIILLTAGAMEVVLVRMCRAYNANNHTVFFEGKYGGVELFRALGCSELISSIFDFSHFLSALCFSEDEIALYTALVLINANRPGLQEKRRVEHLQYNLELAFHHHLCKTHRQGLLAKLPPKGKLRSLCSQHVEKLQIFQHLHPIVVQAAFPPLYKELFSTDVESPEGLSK
#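 Stably transfected Drosophila Schneider cells are the test system, with ROR gamma fused to Gal4 and luciferase under UAS control; luminescence is read after 20 hr of 700 uM copper sulfate induction at ambient temperature.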
# FLuc counter – counter-screen for miR-21 project: firefly luciferase inhibitors or activators. Potency, µM (top dose mostly 57.5 µM), for the others: at the highest dose activity change, negative = inhibition, usual class: inhibitors. AID 588342. 360,000 tested, 6.9% active. purified FLuc, Km substrates, luminescence inhibition;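 also: plate controls were vehicle for no effect and reference inhibitor for full effect; nearly all actives have a fitted effect of over 55% in size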
#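 Purified P. pyralis luciferase, 10 nM final, with Km-level 10 uM D-luciferin and 10 uM ATP in 50 mM Tris acetate pH 7.5, 10 mM Mg acetate, 0.01% Tween-20, 0.05% BSA; 6-point qHTS titration about 60 µM downward; luminescence read.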
# Rab9 prom act – Rab9 promoter activation; Huh7 Rab9 promoter-luciferase reporter, luminescence, 24 h; Potency, µM (highest dose often 9.22 µM), for the others: top-dose activation, negative = inhibition, actives largely listed as activators; 320,000 tested, 2.8% active; AID 485297; also: % of control where 0% means no effect; nearly all actives have a fitted effect of over 60% in size
#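 Luciferase signal after 10 min detection reagent at ambient indicates Rab9 promoter upregulation; stably transfected Huh7 cells were treated 24 h with compound in DMSO at 37 °C, 5% CO2.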
# uPA surface inh – inhibitors of cell surface uPA generation. cell surface uPA generation assay, qHTS. Potency, µM (doses to about 38.3 µM), for inactives: at the highest dose activity change, negative = inhibition, usual class: inhibitors. 330,000 tested, 0.31% active; active = well fitted inhibition curve with a large enough effect; inconclusive = small, poorly fitted or top-dose-only effect; inactive = no such curve, though single readings can be large or run the other way; tested in mouse RAW 264.7 cells; also: % is scaled to controls: 0 for no effect and ±100 for the full control effect; nearly all actives have a fitted effect of over 55% in size
# An asterisk follows results filed as active; ? = inconclusive; . = no result given; & = joins results of further samples; [ ] = remark or other dose. Unless noted, calls follow the shape of the dose curve; as a rule, active = well fitted curve in the direction sought with a large enough effect; inconclusive = small, poorly fitted or top-dose-only effect, or another doubt; inactive = no such curve, though single readings can be large; an effect the other way counts as inactive or inconclusive. Potency is read from the fitted curve at half-maximal effect.
SMILES,ELG1 genotox,p53 reactivation,MBNL1 CUG block,BRCA1 expr up,NPC1 promoter act,Gal4-VP16 FLuc,RORg inh,FLuc counter,Rab9 prom act,uPA surface inh
CC(C)CN(C(=O)COC(=O)/C=C/c1ccccc1)C1CCS(=O)(=O)C1 (stereo unspecified),1%,-2%,.,-3%,-2%,.,.,4%,-5%,-6%
O=c1[nH]c(=O)n(-c2ccccc2)c2c1C(C(F)(F)F)(C(F)(F)F)N=C(CCC1CCCCC1)N2,-4%,-10%,-4%,-94%[inhibitor],4%,-16%,-1%,0%,2%,-3%
CCOC(=O)C1CCCCN1C(=O)/C(=C/c1ccc(OC)cc1)c1ccc(OC)c(OC)c1 (stereo unspecified),-8%,-7%,.,1%,.,.,.,.,.,-12%
OC(CN1CCN(C(c2ccccc2)c2ccccc2)CC1)c1ccc(Br)cc1 (stereo unspecified),-6%,22%,10%,9%,-1%,5%,18%,0%,-4%,8%
Nn1c(SCC(=O)Nc2ccccc2)nnc1-c1cccnc1,0%,1%,0%,10%,0%,0%,12%,2%,-4%,-5%
Cc1nc2ccccc2c(=O)n1NC(=O)c1ccc(Cl)c([N+](=O)[O-])c1,-1%,5%,14%,-14%,-3%,4%,11%,7%,0%[1.84 µM],-1%
COc1ccc(C(C)(C)C)cc1S(=O)(=O)N1CCN(C)CC1,0%,-2%,0%,-13%,0%,5%,10%,-1%,-5%,2%
COC(=O)[C@@H]1C[C@@]2(O)[C@H](O)[C@H](O)[C@H](O)C[C@H]2N1CC(c1ccccc1)c1ccccc1,2%,-7%,-1%,10%,-8%,-3%&3%,-9%&-11%,0%,-12%,-2%
Cc1cc(N2CCN(C3CCCCC3)CC2)nc2cccc(O)c12,-2%,10%,4%,7%,-4%,-10%,43%,2%,2%,2%
Cc1sc(NC(=O)c2ccco2)c(C(c2cccnc2)N2CCC(C)CC2)c1C (stereo unspecified),-2%,-4%,3%,-72%,-13%,-6%,-24%,3%,-19%,5%
CCn1nc(C)cc1-c1nnc(SCC(=O)Nc2ccccc2)n1CCCOC,0%,-2%,4%,-9%,1%,5%,-17%,-1%,-8%,3%
OCC[C@@H]1C[C@@H](O)[C@H](O)[C@]2(Cc3ccccc3CCO2)O1,3%,.,2%,3%,-2%,4%,-18%,0%,2%,8%
COc1ccc(OCC(=O)NC(=S)Nc2ccc(N3CCOCC3)c(Cl)c2)cc1,1%,1%,2%,-18%,0%,-3%,-83%,?,0%,-3%
O=C(NCC1CCCO1)c1ccc(Cl)c(S(=O)(=O)N2CCOCC2)c1 (stereo unspecified),-1%,4%,3%,5%,2%,-8%,-11%,-1%,0%,-12%
O=C(O)COc1ccc2c(c1)CCCC2,-2%,-10%,-13%,2%,0%,-3%,-2%,-25%,1%,11%
Cc1cc(C)cc(N(C(=O)c2nsc(Cl)c2Cl)C(C(=O)NC2CCCC2)c2ccc(O)cc2)c1 (stereo unspecified),-9%,0%,.,-78%,-1%,-11%,31%,0%,0%,-5%
C/C(=N\NC(=O)c1ccn[nH]1)c1cn(C)nc1C,?,29%,1%,54%,?,-14%,-25%,12µM*,?,-9%
CCOc1ccc(C(=O)Nn2cnnc2)cc1OCC,0%,2%,-6%,30%,-4%,-6%,2%,0%,-3%,13%
CC(NCC(O)COc1ccc(Br)cc1)c1ccccc1 (stereo unspecified),-8%,-4%,-5%,-15%,-8%,-3%,-4%,4%,-10%,-3%
O=C(Nc1ccccc1)N1CCCN(Cc2c(F)cccc2Cl)CC1,-3%,-3%,-2%,5%,4%,-3%,18%,-3%,2%,-2%
COC(=O)CN(c1ccc2c(c1)OCO2)S(=O)(=O)c1c(C)[nH]c(=O)[nH]c1=O,0%,1%,-9%,-5%,0%,-6%,-9%,2%,1%,2%
CC(Nc1c[nH]c(=O)[nH]c1=O)c1ccccc1 (stereo unspecified),1%,8%,1%,17%,1%,-1%,-31%,0%,8%,2%
Cc1nc(SCc2ccccc2)nc2c1CCC2,?,?,-7%,?,?,-4%[10 µM],38%,17µM*,?,-1%
Cc1ccc(Cn2ncc3c(N4CCOCC4)ncnc32)cc1,-4%,2%,-6%,-5%[1.84 µM],3%,1%,18%,0%,-4%,-1%
c1ccc(Cn2cc(CSc3ccccc3)nn2)cc1,14%,17%,-3%,?,?,21%,37%,?,?,1%
Cc1ccc(-c2cc(C(=O)N3CCN(c4ncccn4)CC3)c3cc(Br)ccc3n2)o1,-5%,-1%,65%[activator],2%,2%,?,-24%,4.8µM*,-3%,-2%
CCOc1ccc(NC(=O)CN2C(=O)NC(C)(c3ccc(OC(F)F)cc3)C2=O)cc1 (stereo unspecified),-7%,-15%,-2%,-48%,-6%,-22%,0%,0%,0%,0%
Cc1[nH]c(=S)c(C#N)c(C)c1Cc1ccccc1,0%,-5%,3%,-20%,-6%,8.9µM*,3.5µM*,?,-2%,-1%
CN1CCN(C(=O)c2ccc(Cl)c(S(=O)(=O)N3CCCCC3)c2)CC1,-2%,-6%,3%,-11%,1%,-6%,-22%,8%,2%,.
COC(=O)c1cc(-c2cccc(OC)c2)c2c(=O)[nH]c(=O)n(C)c2n1,4%,4%,0%,-44%,-4%,6%,-11%,-1%,2%,-9%
C[C@@]12C(=O)N(CCO)CC(=O)N1[C@H](/C=C/c1ccccc1)[C@@H]1C(=O)N(c3ccccc3)C(=O)[C@@H]12,5%,.,-11%,-4%,3%,6%,18%,8%,1%,4%
COC(=O)c1cccc(NC(=O)C(C)(C)C)c1,2%,3%,-3%,-2%,-1%,-6%,31%,-6%,-2%,3%
Cc1cc(N2CCN(C)CC2)nc2ccc(NC(=S)N3CCN(c4ccccn4)CC3)cc12,-12%,20%,-3%,-36%,-2%,-12%,7%,-1%,-1%,0%
CCC1CN(C(=O)N2CCC(C(=O)NCc3cccc(F)c3)CC2)c2ccccc2O1 (stereo unspecified),-10%,1%,1%,-4%,-7%,5%,6%,1%,-11%,-20%
Cc1cc(S(=O)(=O)N2CCCCC2)ccc1OCC(=O)N1CCCC1,0%,.,1%,-14%,0%,.,.,1%,-6%,1%
O=S(=O)(NCc1ccccc1)c1ccc2c(c1)OCCO2,-1%,8%,?,1%,3%,-6%,-25%,0%,7%,2%
Nc1nc(NCC(=O)O)nc(NCc2ccccc2)c1[N+](=O)[O-],5%,2%,?,-5%,0%,-1%,5%,2%,1%,3%
O=C1CCCc2c1cc(C(=O)O)c(=O)n2-c1ccccc1,0%,-2%,5%,7%,-2%,-6%,4%,0%,2%,0%
O=C(CCn1c(=O)oc2ccccc21)N(Cc1ccccc1)c1ccccc1,-10%,-4%,1%,-48%,-5%,6%,?,0%,9%,7%
CCOc1ccc2[nH]c3c(NCCO)ncnc3c2c1,8%,5%,-6%,54%,11%,-4%,3%,?,19%,1%
CCCCN(C(=O)c1ccc(NC2CC2)c([N+](=O)[O-])c1)c1c(N)n(CCCC)c(=O)[nH]c1=O,3%,-7%,.,-36%,-1%,.,.,-2%,-2%,-5%
CN(CC(=O)Nc1cccc(F)c1)C(=O)c1csc2c1CCCC2,18%,-2%,.,-8%,-4%,.,.,-2%,11%,0%
O=C(c1ccc(COCC(F)(F)F)o1)N1CCCCCC1,2%,-2%,-1%,28%,0%,0%,27%,3%,11%,7%
CCOc1ccc2nc(/N=C/c3c(C)[nH]n(-c4ccc(C)cc4)c3=O)sc2c1,16%,17%,-7%,33%,?,?,?,4.8µM*,?,-9%
Clc1ccc2nc(CSc3nc4ccccc4o3)cn2c1,2.6µM*,?,-4%,?,0.89µM*,?,?,1.9µM*,1µM*,-3%
Cc1ccc(C(=O)OCC(=O)Nc2sc3c(c2C#N)CCCCC3)cc1NC(=O)c1ccco1,7%,6%,3%,30%,3%,3%,45%,?,3%,-3%
COc1cccc(NC(=O)c2ccc[n+](C)c2)c1,-2%,-3%,10%,-13%,-4%,-6%,-8%,7%,-6%,-7%
COc1ccc(-c2sc(C(=O)c3ccc(Cl)cc3Cl)cc2CC(=O)O)cc1,0%,-2%,205%[activator],-81%,2%,0%,13%,-1%,-12%,-12%
Cn1c(=O)[nH]c(=O)c2c1nc(CN1CCN(c3ccccc3F)CC1)n2CCc1ccccc1,11%,0%,-20%,-31%,0%,-5%,-7%,2%,-2%,1%
O=C1C(=O)N(CCCO)C(c2ccc(Br)cc2)/C1=C(\O)c1ccc(Br)cc1 (stereo unspecified),4%,.,35%[activator],-26%,-1%,-4%,-13%,4%,6%,2%
O=C(NC(=S)Nc1ccc(N2CCOCC2)c(Cl)c1)c1cccs1,3%,-9%,0%,79%,?,14µM*,?,19µM*,?,4%
